APJ agonist: agonists of human apelin receptor APJ, primary screen, CHO-K1 cells, PathHunter beta-arrestin, luminescence | P35414 | 0% DMSO wells, 100% apelin | activation, % at 20 µM | 330,000 tested, 0.11% active;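 active means activation more than six SD over the plate average, tested at 20 µM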;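 further: 0% = DMSO alone and 100% = apelin-13 at 10 nM; some results filed as inactive read as strong as hits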
Target sequence (P35414 whole entry, looked up): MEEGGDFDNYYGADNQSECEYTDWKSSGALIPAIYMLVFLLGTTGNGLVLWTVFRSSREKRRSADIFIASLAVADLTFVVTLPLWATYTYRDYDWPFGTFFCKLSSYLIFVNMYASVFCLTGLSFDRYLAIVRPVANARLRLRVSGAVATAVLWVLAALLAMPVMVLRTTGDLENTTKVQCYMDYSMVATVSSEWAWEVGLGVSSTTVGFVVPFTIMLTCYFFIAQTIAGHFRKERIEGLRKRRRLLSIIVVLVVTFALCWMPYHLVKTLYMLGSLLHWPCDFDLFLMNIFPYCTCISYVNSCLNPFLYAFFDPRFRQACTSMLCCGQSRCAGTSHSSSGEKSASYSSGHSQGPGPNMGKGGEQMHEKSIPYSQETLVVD
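Assay system: engineered CHO-K1 APJ arrestin reporter cells; Amount: 1000 CHO-K1 reporter cells seeded per well; Dosing: one dose, 20 µM compound, 1% DMSO; Times: compound stimulation 90 min at 25 °C, detection 60 min; Measured by: luminescent beta-gal fragment complementation, chemiluminescent substrate; Read-out: APJ–arrestin association signal; Controls: DMSO vs Apelin-13 10 nM.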
UPR CHOP act: activators of apoptotic CHOP UPR arm, primary screen, cell-based, CHO-CHOP luciferase reporter, luminescence, uHTS; UPR activation; percent of tunicamycin response over DMSO baseline; activation, % at 10 µM; 330,000 tested, 0.34% active; AID 449763, 2010;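 active means at 10 µM dose, activation of 40% or more, normalized to positive control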;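 further: 100% = tunicamycin at 10 µg/mL and 0% = DMSO alone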
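System: CHO-CHOP luciferase reporter cell line; amount: 500 cells/well; buffer or medium: F12 medium containing 10% fetal bovine serum; incubation: 6 h compound exposure at 37 °C after overnight seeding; measured by: luciferase luminescence after 10 min with Steady-Glo reagent; evaluation: % reporter activation, DMSO baseline versus tunicamycin full activation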
tim10-1 inh: growth inhibitors of tim10-1 mutant yeast, primary screen, luminescence, uHTS | S. cerevisiae tim10-1 ts strain growth, BacTiter-Glo, 24 h | inhibition, % at 20 µM | 330,000 tested, 2.2% active;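 active means inhibition of at least 40%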;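 further: mutant grown at 25 °C; 0% = DMSO wells with yeast and 100% = wells holding no yeast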
tim23-1 inh: growth inhibitors of tim23-1 mutant yeast, primary screen, luminescence, uHTS | S. cerevisiae tim23-1 growth, BacTiter-Glo luminescence, 24 h | inhibition, % at 20 µM | 330,000 tested, 1.3% active;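 active means growth inhibition of the mutant yeast at or above 50%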;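 further: temperature-sensitive mutant grown at 25 °C; plate controls were DMSO-treated mutant yeast for no effect and medium wells lacking yeast for full effect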
TIM10 inh: growth inhibitors of isogenic TIM10 control yeast, primary screen, counter-screen for tim10-1 yeast inhibitor project, luminescence, uHTS. AID 463195, 2010. 330,000 tested, 1.4% active. S. cerevisiae TIM10 strain growth, BacTiter-Glo luminescence, 24 h. inhibition, % at 10 µM;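 active means inhibition of 40% or more at the single tested concentration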;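 further: wild-type TIM10 isogenic control strain grown at permissive 25 °C; 0% = DMSO yeast wells and 100% = minimal medium wells without yeast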
Mdm2-MdmX inh: inhibitors of human Mdm2-MdmX association, primary screen, cell-based, luminescence, split luciferase, SaOS-2, uHTS; SaOS-2 split-luciferase Mdm2/MdmX complementation; inhibition, % at 8 µM; 330,000 tested, 3% active; AID 485346, 2010;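 active means inhibition of at least 50% at 8 µM in the primary screen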
CXCR6 block: CXCR6 receptor inhibitors, primary screen, cell-based, beta-arrestin, luminescence, CHO-K1 PathHunter, 1536-well. C-X-C chemokine receptor type 6 (Homo sapiens), O00574. inhibition, % at 20 µM. 360,000 tested, 0.36% active. AID 602244, 2012; in the data active means inhibition above about 34%, passing the limit was not always enough;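 further: antagonist mode with CXCL16 agonist at 10 nM final; 0% = 10 nM CXCL16 with DMSO and 100% = unstimulated wells without agonist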
Target sequence (O00574 whole entry, looked up): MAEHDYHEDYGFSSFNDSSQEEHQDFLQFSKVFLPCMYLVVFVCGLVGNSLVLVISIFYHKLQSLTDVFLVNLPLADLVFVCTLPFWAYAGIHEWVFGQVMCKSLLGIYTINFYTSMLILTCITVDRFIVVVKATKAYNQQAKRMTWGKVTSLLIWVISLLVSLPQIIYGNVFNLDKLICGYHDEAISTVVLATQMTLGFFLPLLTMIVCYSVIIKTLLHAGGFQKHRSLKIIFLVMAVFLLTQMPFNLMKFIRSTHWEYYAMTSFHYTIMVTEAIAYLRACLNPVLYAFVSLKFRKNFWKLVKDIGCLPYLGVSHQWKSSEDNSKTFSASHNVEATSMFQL
APJ antagonist: antagonists of human apelin receptor APJ, primary screen, CHO-K1 cells, beta-arrestin complementation, luminescence | P35414 | inhibition, % at 20 µM | 330,000 tested, 0.32% active;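 active means inhibition above about 40% at 20 µM, limit read from the data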;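 further: cells challenged with 10 nM apelin-13 agonist together with compound; plate controls were apelin-13 plus DMSO wells for no effect and DMSO wells lacking apelin-13 for full effect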
UPR XBP1 act: activators of adaptive XBP1 UPR arm, primary screen, cell-based, CHO-XBP1 luciferase reporter, luminescence, uHTS | activation, % at 20 µM | 330,000 tested, 0.33% active | AID 463104, 2010 | IRE1-XBP1 UPR activation; percent of tunicamycin response, DMSO as zero;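 active means versus positive control, 20 µM dose yields 30% or more activation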;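 further: 100% = tunicamycin at 10 µg/mL and 0% = DMSO only wells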
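Test system: CHO-XBP1 luciferase reporter cells | Buffer or medium: Serum-containing F12 medium, 10% FBS | Schedule: 6 h compound exposure at 37 °C, 5% CO2 | Detection: Steady-Glo luciferase glow luminescence, 10 min after reagent addition | Read-out basis: Activation, % of tunicamycin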
Numbers without * were called inactive. Not all compounds are listed, so the mix of outcomes need not match the whole.

`Cn1nnc(NC(=S)NC(=O)c2cccc3ccccc23)n1` gave APJ agonist -10, UPR CHOP act 4.2, tim10-1 inh 53*, tim23-1 inh 57*, TIM10 inh 8, Mdm2-MdmX inh 20, CXCR6 block 36, APJ antagonist 51* and UPR XBP1 act -4.
CCNc1nc(NCC)nc(OCCNS(=O)(=O)c2cc(C)ccc2C)n1 was read as APJ agonist -3, UPR CHOP act 0.0, tim10-1 inh 1, tim23-1 inh 4, TIM10 inh 2, Mdm2-MdmX inh 7, CXCR6 block -8, APJ antagonist 1 and UPR XBP1 act 0.
Screening O=C(NCCc1cccc(Cl)c1)c1cccc([N+](=O)[O-])c1 returned APJ agonist -3, UPR CHOP act 0.2, tim10-1 inh 16, tim23-1 inh 9, TIM10 inh 3, Mdm2-MdmX inh 6, CXCR6 block -2, APJ antagonist 2 and UPR XBP1 act -3.
Screening CC(C)NC(=O)CC(=O)N/N=C/c1ccc(F)cc1 returned APJ agonist 3, UPR CHOP act -1.6, tim10-1 inh -7, tim23-1 inh 1, TIM10 inh 2, Mdm2-MdmX inh 4, CXCR6 block 0, APJ antagonist 7 and UPR XBP1 act -2.
`O=C(CCN1C(=O)C2C3CCC(C3)C2C1=O)Nc1ccc([N+](=O)[O-])cc1` (stereo not given) gave APJ agonist -4, UPR CHOP act 1.9, tim10-1 inh 4, tim23-1 inh 8, TIM10 inh 12, Mdm2-MdmX inh -30, CXCR6 block -6, APJ antagonist 1 and UPR XBP1 act 3.
Screening CCOC(=O)C1CCN(S(=O)(=O)c2ccc3[nH]c(=O)oc3c2)CC1 returned APJ agonist -1, UPR CHOP act -0.8, tim10-1 inh -16, tim23-1 inh -6, TIM10 inh -3, Mdm2-MdmX inh 16, CXCR6 block -2, APJ antagonist 2 and UPR XBP1 act 3.
Screening CN(C(=O)COC(=O)c1cc2ccccc2oc1=O)C1CCCCC1 returned APJ agonist 2, UPR CHOP act 1.3, tim10-1 inh 8, tim23-1 inh 13, TIM10 inh 7, Mdm2-MdmX inh -18, CXCR6 block -4, APJ antagonist 9 and UPR XBP1 act 0.
For Cc1ccc(S(N)(=O)=O)c(C)c1-n1cnnn1 the results were APJ agonist -1, UPR CHOP act -1.4, tim10-1 inh 16, tim23-1 inh 11, TIM10 inh 5, Mdm2-MdmX inh -2, CXCR6 block 4, APJ antagonist 15 and UPR XBP1 act -1.
O=C1C2C3C=CC(C2C(=O)N1C1CCCCC1)C1C(=O)N(C2CCCCC2)C(=O)C31 (stereo not given) was read as APJ agonist -8, UPR CHOP act -2.5, tim10-1 inh 32, tim23-1 inh 7, TIM10 inh 21, Mdm2-MdmX inh 25, CXCR6 block -2, APJ antagonist 4 and UPR XBP1 act -2.
`CC12CCC(C(=O)Nc3ccccc3Cl)([C@H](Br)C1=O)C2(C)C` (stereo not given in full) gave APJ agonist -3, UPR CHOP act -0.9, tim10-1 inh 6, tim23-1 inh 12, TIM10 inh 5, Mdm2-MdmX inh 18, CXCR6 block -2, APJ antagonist 1 and UPR XBP1 act -2.
For Cc1ccccc1NC(=O)CN1C(=O)CSc2ccccc21 the results were APJ agonist 1, UPR CHOP act 3.0, tim10-1 inh 15, tim23-1 inh 4, TIM10 inh 10, Mdm2-MdmX inh -25, CXCR6 block 2, APJ antagonist -1 and UPR XBP1 act -1.
`Cc1ccc(NC(=O)c2ocnc2C)cc1Cl` gave APJ agonist -3, UPR CHOP act 8.2, tim10-1 inh 31, tim23-1 inh 31, TIM10 inh 23, Mdm2-MdmX inh -41, CXCR6 block 2, APJ antagonist -4 and UPR XBP1 act 2.
For CCN(CCCn1c(=S)[nH]c2ccc(N3CCOCC3)cc2c1=O)c1ccccc1 the results were APJ agonist 2, UPR CHOP act 0.9, tim10-1 inh 36, tim23-1 inh -2, TIM10 inh 21, Mdm2-MdmX inh 43, CXCR6 block 4, APJ antagonist -1 and UPR XBP1 act 1.
`CC(OC(=O)c1ccc(OCC2CCCO2)cc1)C(=O)N(C)Cc1ccccc1` (stereo not given) gave APJ agonist -9, UPR CHOP act 2.5, tim10-1 inh 27, tim23-1 inh 26, TIM10 inh 14, Mdm2-MdmX inh -2, CXCR6 block -6, APJ antagonist 13 and UPR XBP1 act -4.
`COc1ccc(-c2nc(=S)[nH][nH]2)cc1OC` gave APJ agonist 0, UPR CHOP act 0.9, tim10-1 inh 13, tim23-1 inh 3, TIM10 inh 13, Mdm2-MdmX inh 0, CXCR6 block -11, APJ antagonist -7 and UPR XBP1 act 1.
For Oc1cccc(C2c3[nH]c4ccccc4c3CCN2Cc2cnn(-c3ccccc3)c2)c1 (stereo not given) the results were APJ agonist -2, UPR CHOP act 0.2, tim10-1 inh 13, tim23-1 inh 8, TIM10 inh 2, Mdm2-MdmX inh 19, CXCR6 block -9, APJ antagonist -12 and UPR XBP1 act -3.
CCN(CC)S(=O)(=O)c1ccc2[nH]cc(C(=O)NCCN3CCCCCC3)c(=O)c2c1 was read as APJ agonist 0, UPR CHOP act -0.3, tim10-1 inh 3, tim23-1 inh 19, TIM10 inh -19, Mdm2-MdmX inh -18, CXCR6 block -6, APJ antagonist -21 and UPR XBP1 act 1.
`COc1cc(C(=S)N2CCOCC2)ccc1OC(=O)c1cc([N+](=O)[O-])cc([N+](=O)[O-])c1` gave APJ agonist -6, UPR CHOP act 0.0, tim10-1 inh 40, tim23-1 inh 26, TIM10 inh 22, Mdm2-MdmX inh 0, CXCR6 block -22, APJ antagonist -17 and UPR XBP1 act -3.
For CC1CCCN(C(=O)c2ccc(Br)c(S(=O)(=O)N3CCOCC3)c2)C1 (stereo not given) the results were APJ agonist -1, UPR CHOP act -0.6, tim10-1 inh 11, tim23-1 inh 28, TIM10 inh 7, Mdm2-MdmX inh -45, CXCR6 block -8, APJ antagonist -12 and UPR XBP1 act 6.
For COc1cc(C(=O)N/C(=C\c2cn(S(=O)(=O)N(C)C)c3ccccc23)C(=O)NCCCO)cc(OC)c1OC the results were APJ agonist -4, UPR CHOP act 0.1, tim10-1 inh 4, tim23-1 inh 5, TIM10 inh 9, Mdm2-MdmX inh 2, CXCR6 block 2, APJ antagonist 2 and UPR XBP1 act 0.
For CCc1cc2c(SCC(=O)NCC3CCCO3)ncnc2s1 (stereo not given) the results were APJ agonist -3, UPR CHOP act -0.5, tim10-1 inh 4, tim23-1 inh 9, TIM10 inh -7, Mdm2-MdmX inh 12, CXCR6 block 13, APJ antagonist 13 and UPR XBP1 act -2.
Screening Cc1cc(N2CCCN(C)CC2)nc2cc(Cl)ccc12 returned APJ agonist -3, UPR CHOP act -0.1, tim10-1 inh 25, tim23-1 inh 14, TIM10 inh 7, Mdm2-MdmX inh -2, CXCR6 block -5, APJ antagonist 17 and UPR XBP1 act 2.
For CC(C)/C=C/CN1CCC(Oc2ccc(C(=O)N3CCCC3)cc2)CC1 the results were APJ agonist -5, UPR CHOP act 1.4, tim10-1 inh -9, tim23-1 inh -13, TIM10 inh -1, Mdm2-MdmX inh 10, CXCR6 block 1, APJ antagonist 5 and UPR XBP1 act -2.
Screening CCOC(=O)Cn1c(=O)c2c(nc3n2CCCCN3c2ccc(OCC)cc2)n(C)c1=O returned APJ agonist -7, UPR CHOP act -0.9, tim10-1 inh 4, tim23-1 inh 21, TIM10 inh 7, Mdm2-MdmX inh 20, CXCR6 block -4, APJ antagonist -37 and UPR XBP1 act -1.
Screening CCNC(=S)NS(=O)(=O)c1ccc(Cl)cc1 returned APJ agonist -5, UPR CHOP act 4.0, tim10-1 inh 2, tim23-1 inh -6, TIM10 inh -12, Mdm2-MdmX inh 15, CXCR6 block 14, APJ antagonist 28 and UPR XBP1 act 0.
Cc1nc2ccc(S(=O)(=O)NC(C(=O)N3CCCCCC3)C(C)C)cc2s1 (stereo not given) was read as APJ agonist 8, UPR CHOP act 3.3, tim10-1 inh 14, tim23-1 inh 28, TIM10 inh 11, Mdm2-MdmX inh 5, CXCR6 block -4, APJ antagonist -2 and UPR XBP1 act -3.
CCOC(=O)C1CCN(C(c2cccs2)c2sc3nc(C)nn3c2O)CC1 (stereo not given) was read as APJ agonist 4, UPR CHOP act 1.5, tim10-1 inh 6, tim23-1 inh 9, TIM10 inh 0, Mdm2-MdmX inh -23, CXCR6 block 5, APJ antagonist 12 and UPR XBP1 act -1.
For O=C(NCc1ccc(F)cc1)c1cnn2ccccc12 the results were APJ agonist -2, UPR CHOP act 4.0, tim10-1 inh -27, tim23-1 inh -7, TIM10 inh -6, Mdm2-MdmX inh 7, CXCR6 block 6, APJ antagonist 6 and UPR XBP1 act -1.
For CC(=O)N1c2c(cc(Br)cc2S(=O)(=O)NCc2ccc(C)cc2)CC1C (stereo not given) the results were APJ agonist -1, UPR CHOP act 0.1, tim10-1 inh 13, tim23-1 inh 30, TIM10 inh 18, Mdm2-MdmX inh 23, CXCR6 block -2, APJ antagonist 23 and UPR XBP1 act -7.

Fetched by compound from the entries so far:
For CCc1cc2c(SCC(=O)NCC3CCCO3)ncnc2s1 (stereo not given) the results were APJ agonist -3, UPR CHOP act -0.5, tim10-1 inh 4, tim23-1 inh 9, TIM10 inh -7, Mdm2-MdmX inh 12, CXCR6 block 13, APJ antagonist 13 and UPR XBP1 act -2.
Screening Cc1cc(N2CCCN(C)CC2)nc2cc(Cl)ccc12 returned APJ agonist -3, UPR CHOP act -0.1, tim10-1 inh 25, tim23-1 inh 14, TIM10 inh 7, Mdm2-MdmX inh -2, CXCR6 block -5, APJ antagonist 17 and UPR XBP1 act 2.
Screening CCNC(=S)NS(=O)(=O)c1ccc(Cl)cc1 returned APJ agonist -5, UPR CHOP act 4.0, tim10-1 inh 2, tim23-1 inh -6, TIM10 inh -12, Mdm2-MdmX inh 15, CXCR6 block 14, APJ antagonist 28 and UPR XBP1 act 0.

As a short view, two of the compounds above:
For O=C(NCc1ccc(F)cc1)c1cnn2ccccc12 the results were APJ agonist -2, UPR CHOP act 4.0, tim10-1 inh -27, tim23-1 inh -7, TIM10 inh -6, Mdm2-MdmX inh 7, CXCR6 block 6, APJ antagonist 6 and UPR XBP1 act -1.
For CC(=O)N1c2c(cc(Br)cc2S(=O)(=O)NCc2ccc(C)cc2)CC1C (stereo not given) the results were APJ agonist -1, UPR CHOP act 0.1, tim10-1 inh 13, tim23-1 inh 30, TIM10 inh 18, Mdm2-MdmX inh 23, CXCR6 block -2, APJ antagonist 23 and UPR XBP1 act -7.

Assay outcomes (PubChem)
